High-throughput results from PubChem.
STK33 inh – blocks human STK33 kinase activity. purified STK33, MBP phosphorylation, ADP-Glo luminescence. Q9BYT3. hit rate 0.073% among 320,000. inhibition, % at 10 µM;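 active = inhibition at or above 25%, using the most active replicate where run in duplicate; inactive = inhibition below 25%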
Target sequence (Q9BYT3 whole entry, looked up): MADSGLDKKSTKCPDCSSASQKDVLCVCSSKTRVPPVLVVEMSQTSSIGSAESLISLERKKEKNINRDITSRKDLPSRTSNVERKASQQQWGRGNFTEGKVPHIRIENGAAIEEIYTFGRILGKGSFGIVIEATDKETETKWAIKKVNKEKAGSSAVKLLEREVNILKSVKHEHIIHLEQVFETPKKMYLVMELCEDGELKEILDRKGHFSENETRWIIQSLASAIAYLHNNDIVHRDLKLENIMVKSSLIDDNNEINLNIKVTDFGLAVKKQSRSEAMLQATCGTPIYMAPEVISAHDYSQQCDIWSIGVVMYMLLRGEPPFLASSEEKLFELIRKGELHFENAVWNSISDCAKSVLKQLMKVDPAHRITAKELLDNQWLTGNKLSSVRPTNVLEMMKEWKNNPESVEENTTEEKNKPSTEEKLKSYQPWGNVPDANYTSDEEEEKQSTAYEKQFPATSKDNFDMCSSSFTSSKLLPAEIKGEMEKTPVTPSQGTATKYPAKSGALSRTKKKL
CHT allo act – human CHT allosteric activation. B-score at 10 µM. AID 488977. hit rate 0.49% among 310,000. Q9GZV3. CHT-expressing cells, membrane potential dye, choline EC20; hits give high values; LV-AA mutant CHT in HEK293 cells;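 active = initial fluorescence not abnormally high and integrated response B-score, plate-corrected, over 3 SD above library mean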
Target sequence (Q9GZV3 whole entry, looked up): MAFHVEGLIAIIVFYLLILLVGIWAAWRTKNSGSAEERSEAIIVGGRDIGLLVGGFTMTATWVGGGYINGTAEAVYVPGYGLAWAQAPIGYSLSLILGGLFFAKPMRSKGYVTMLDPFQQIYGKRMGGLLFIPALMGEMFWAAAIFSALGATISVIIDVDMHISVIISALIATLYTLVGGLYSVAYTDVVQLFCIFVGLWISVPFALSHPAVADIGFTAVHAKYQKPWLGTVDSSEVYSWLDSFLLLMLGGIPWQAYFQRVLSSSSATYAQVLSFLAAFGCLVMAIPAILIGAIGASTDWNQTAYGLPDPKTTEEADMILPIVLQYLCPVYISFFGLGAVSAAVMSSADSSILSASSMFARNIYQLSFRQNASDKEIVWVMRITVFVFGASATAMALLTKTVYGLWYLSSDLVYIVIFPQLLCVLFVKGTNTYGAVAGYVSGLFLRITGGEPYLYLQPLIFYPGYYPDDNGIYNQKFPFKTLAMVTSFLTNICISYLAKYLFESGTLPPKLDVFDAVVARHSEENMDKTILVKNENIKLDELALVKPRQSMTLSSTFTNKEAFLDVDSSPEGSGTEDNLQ
CHT block – inhibits the human high affinity choline transporter; Q9GZV3; CHT-expressing cells, membrane potential dye, choline response; hits give low values; B-score at 10 µM; hit rate 0.86% among 310,000; AID 488975;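 active = B-score over 3 SD under the library average, and starting fluorescence ratio not unusually high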;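 also: choline stimulus applied at its EC90 after an EC20 pre-addition; B-score computed on integrated fluorescence ratio after choline addition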
Active calls of the source: *; i = inactive; · = not tested or not shown.

Values run as follows: STK33 inh	CHT allo act	CHT block
COCCn1c(-c2ccc(F)cc2)nc2cccnc21
→ -0.7	i	i
COc1cccc(CNC(=O)CSc2nnc3c(n2)[nH]c2ccc(OC)cc23)c1
→ -1.3	i	i
O=C(Cn1c(NCCCO)nc2ccccc21)c1ccco1
→ -2.5	i	i
CCCNC(=O)N1CCCC(C(N)=O)C1 (stereo not drawn)
→ 5.2	i	i
Cc1ccc(-n2ncc3c2CC(C)(C)CC3NC(=O)CCc2ccc(=O)[nH]n2)cc1 (stereo not drawn)
→ 0.0	i	i
COc1ccc(CNC(=O)CN(c2cccc([N+](=O)[O-])c2)S(C)(=O)=O)cc1
→ 0.3	i	i
O=C(NCCc1c[nH]c2ccccc12)c1ccccc1
→ -1.4	i	i
COC(=O)C1=C(C)NC(=O)C1(NC(=O)CN1CCCC1=O)C(F)(F)F (stereo not drawn)
→ 0.0	i	i
CCN1CC(CNC(=O)c2ccc3nc(Cc4cccc(Cl)c4)oc3c2)CC1=O (stereo not drawn)
→ -0.4	i	i
CCCCC(=O)NC(c1ccc([N+](=O)[O-])cc1)c1c(O)ccc2ccccc12 (stereo not drawn)
→ -0.9	i	i
O=c1[nH]ccc2c([N+](=O)[O-])cccc12
→ -0.1	i	i
COc1cc(S(=O)(=O)NC2CCCCC2C)ccc1-n1cnnn1 (stereo not drawn)
→ -0.5	i	i
CCOc1ccc(C2C=C(c3ccccc3)Nc3ncnn32)cc1 (stereo not drawn)
→ -2.1	i	i
Cc1cc(OCC(=O)N(Cc2cccs2)C2CCS(=O)(=O)C2)ccc1Cl (stereo not drawn)
→ -1.3	i	i
Cc1cc(C(=O)N/N=C2\CC(=O)CC(C)(C)C2)c(C)n1-c1ccc(F)cc1
→ -0.3	i	i
COc1cc(N2CCCC2)c(OC)cc1/C=C(/C#N)c1cccc(Br)c1
→ -2.0	i	i
COc1ccc(/C=C/C(=O)C2(O)CCCCC2)cc1
→ -0.8	i	i
Cc1ccn2c(=O)nc(SCC(=O)N3CCC(C)CC3)nc2c1
→ -0.4	i	i
COCCCNC(=O)CCc1nc2cccnc2n1Cc1ccccc1
→ -0.5	i	i
COc1ccccc1/C=N/NC(=O)c1ccc2c(c1)OCO2
→ -0.1	i	i
COc1ccccc1N(C)S(=O)(=O)c1ccc(Cl)c(C(=O)Nc2cccc(C)n2)c1
→ -0.8	i	i
O=C(Nc1ccc(Br)cc1)c1cccnc1N1CCCCC1
→ -0.6	i	i
CC(C)[C@H]1C(=O)Nc2ccccc2N1C(=O)N[C@@H](Cc1ccccc1)C(=O)N[C@H](Cc1ccccc1)C(=O)O
→ -1.0	i	-7.2*
C=CCN1C(=O)c2ccc(C(=O)N(CC)CC(=O)Nc3c(F)cccc3F)cc2C1=O
→ -1.2	i	i
COCCNC(=O)CSc1nc2nc(C)cc(C)n2n1
→ 0.2	i	i
O=C(Oc1ccccc1C(=O)N1CCOCC1)c1ccc(F)cc1
→ -1.7	i	-8.2*
COc1ccc(C(=O)Nc2cc(C)ccc2NC(=O)COc2ccccc2)cc1
→ 0.4	i	i
Cc1ccccc1C1NS(=O)(=O)N=C1N (stereo not drawn)
→ -1.2	i	i
O=C(Nc1ccccc1)c1ccc(S(=O)(=O)Nc2cccc(O)c2)cc1
→ -0.8	i	i
CC(C)C(C(=O)NCC1CCCO1)N(Cc1ccco1)C(=O)CNS(=O)(=O)c1ccc(F)cc1 (stereo not drawn)
→ 0.6	i	i

3 structures already listed, sorted by molecular weight, largest number first.
Values run as follows: STK33 inh	CHT allo act	CHT block
O=C(Oc1ccccc1C(=O)N1CCOCC1)c1ccc(F)cc1
→ -1.7	i	-8.2*
COCCn1c(-c2ccc(F)cc2)nc2cccnc21
→ -0.7	i	i
O=C(NCCc1c[nH]c2ccccc12)c1ccccc1
→ -1.4	i	i

(cont.)
Values run as follows: STK33 inh	CHT allo act	CHT block
COc1ccc(NS(=O)(=O)c2ccc(Oc3c(C#N)cccc3C#N)cc2)cc1
→ -1.9	i	i
CC1(C)CC(=O)c2c(-c3cccnc3)n[nH]c2C1
→ 3.6	i	i
O=C1C2C3C=CC(C4CC34)C2C(=O)N1/N=C/c1ccc(-c2ccc(Cl)cc2[N+](=O)[O-])o1 (stereo not drawn)
→ 1.0	i	i
CC(=O)NC(Cc1cc(C)ccc1C)C(=O)N1CCN(C(=O)Nc2ccc(C(C)=O)cc2)CC1 (stereo not drawn)
→ -1.0	i	i
O=C(O)c1ccc(-n2cccc2/C=N\NC(=O)c2cc3cc(Br)ccc3o2)cc1
→ 1.5	i	i
Cc1nc(SCC(=O)Nc2nc3ccccc3s2)n[nH]1
→ 1.3	i	i
COc1cccc(C(=O)NN2CC(O)=C(c3nc4ccccc4n3C)C2=N)c1
→ 0.2	i	i
CCOC(=O)C1CCN(S(=O)(=O)c2ccc(Cl)cc2OC)CC1
→ -0.9	i	i
COc1cc2c(cc1NC(=O)CN(C)Cc1cccc(OC)c1OC)oc1ccccc12
→ -0.9	i	i
CCOC(=O)c1cnn2c(N)c(C#N)cnc12
→ 11	i	i
COc1ccc(/C=C/C(=O)c2sc(-c3ccccc3)nc2C)cc1
→ 1.1	i	i
CN(Cc1cnccn1)C(=O)CC1C(=O)NCCN1Cc1c(F)cccc1Cl (stereo not drawn)
→ -0.1	i	i
N#C/C(=C\c1cc2ccccc2nc1N1CCCCC1)C(N)=O
→ 2.1	i	i
COC(=O)c1ccccc1NS(=O)(=O)c1ccc(NC(C)=O)cc1
→ 0.6	i	i
C=CCn1c(N)nc2ccccc21
→ -0.4	i	i
O=c1oc(-c2cccs2)nc2scc(-c3cccs3)c12
→ 3.0	i	i
CCN(CC)S(=O)(=O)c1cc(NS(=O)(=O)c2cccc(C(=O)O)c2)ccc1C
→ -2.0	i	i
COC(=O)[C@@H]1CC(O)CN1C(=O)C12CC3CC(CC(C3)C1)C2 (stereo partly drawn)
→ -0.9	i	i
NC(=O)CSc1nc2cc(Cl)ccc2c(=O)n1C1CCCCC1
→ 1.9	i	i
Cc1ccc(CN2CCCN(Cc3cc(C)ccc3C)S2(=O)=O)cc1
→ 0.5	i	i
CCOC(=O)C1CCN(c2c(C(=O)c3ccccc3)cnc3ccc(Cl)cc23)CC1
→ 0.3	i	i
O=Cc1cn(-c2ccccc2)nc1-c1ccc(F)cc1
→ 0.7	i	i
COc1ccc(C2Nc3cccc4cccc(c34)N2)cc1Br
→ -0.3	i	i
O=C(O)c1cccc(NC2=C(N3CCOCC3)C(=O)c3ccccc3C2=O)c1
→ 0.8	i	i
O=C(NCc1ccccc1F)C1CCCN1C(=O)Nc1ccc(Cl)cc1 (stereo not drawn)
→ -0.6	i	i
O=C(O)c1cc(O)ccc1N=Nc1ccccc1
→ -1.1	i	i
Cn1c(SCc2c(F)cccc2Cl)nnc1-c1cccs1
→ -0.9	i	i
O=C(Cc1cn2ccsc2n1)Nc1ccccn1
→ -1.7	i	i
CCCNC(=O)Cn1c2ccccc2c2nc(=O)cc(C)n21
→ -1.4	i	i
CCOC(=O)COc1ccccc1/C=C\[N+](=O)[O-]
→ 0.2	i	i

(more compounds)
Values run as follows: STK33 inh	CHT allo act	CHT block
Cc1cc(NC(=O)C2CCCN(S(=O)(=O)c3cnc[nH]3)C2)ccc1Br (stereo not drawn)
→ 0.1	i	i
Nc1cc(C(=O)O)ccc1N1CCCCC1
→ -0.4	i	i
CCOCCCNC(=S)NC1CC2CCC(C1)N2Cc1ccccc1 (stereo not drawn)
→ -0.2	i	i
CCN(CC)C(=O)C(C)OC(=O)c1ccc(O)cc1 (stereo not drawn)
→ -0.5	i	i
Cc1ccc2[nH]cc(CCNC(=O)c3ccc4c(c3)OCO4)c2c1
→ -0.4	i	i
CCN(CC)CCOc1nnc(-c2ccc(C)cc2)c2ccccc12
→ -0.3	i	i
CCOc1ccccc1N1CC(C(=O)Nc2c(C)n(C)n(-c3ccccc3)c2=O)CC1=O (stereo not drawn)
→ -3.5	i	i
O=[N+]([O-])c1cccc(NC(=S)NCc2ccncc2)c1
→ 1.1	i	i
CCOC(=O)c1c(C)[nH]c(C(=O)COC(=O)CSCC(=O)N(CC)CC)c1C
→ -1.1	i	i
OCCNCCCOc1cc(Cl)ccc1Cl
→ 0.0	i	i
N=C1/C(=C\c2ccc(SCc3ccccc3)o2)C(=O)N=C2SC=NN12
→ -0.7	i	i
CC(=O)c1ccc(N2CCN(S(=O)(=O)c3cn(C)c(C)n3)CC2)cc1
→ -1.7	i	i
O=C(N/N=C/c1ccc(Br)s1)c1cccs1
→ -1.5	i	i
C=CCN=C(C)C1=C(O)C(C)OC1=O (stereo not drawn)
→ -0.8	i	i
C=CCN1CC(c2nc3ccccc3n2CCOc2ccccc2)CC1=O (stereo not drawn)
→ -0.7	i	i
CCOC(=O)c1cc(C)n(-n2cnnc2)c1C
→ -1.3	i	i
COC(=O)C1=C(C(=O)OC)C2(OC1c1cccc(F)c1)C(=O)c1ccccc1C2=O (stereo not drawn)
→ -0.6	i	i
N#CCC(=O)N/N=C/c1ccc(OCc2ccccc2)cc1
→ -0.9	i	i
COC(=O)c1c(O)c2ccccc2[nH]c1=O
→ -1.4	i	i
CC(C)Sc1nnc(-c2c[nH]c3ccccc23)n1C
→ -2.0	i	i
COc1ccc(C(=O)NNC(=O)CCCCC(=O)NNC(=O)c2ccc(OC)cc2)cc1
→ -0.8	i	i
CC12CCC(=O)N1C(C(=O)Nc1cccc(S(=O)(=O)N3CCCCC3)c1)CS2 (stereo not drawn)
→ -1.2	i	i
CC(C)(C)OC(=O)NCC1CCN(S(=O)(=O)Cc2ccccc2)CC1
→ -0.1	i	i
Cc1ccc(OCc2n[nH]c(=S)n2-c2ccccc2)cc1
→ 0.1	i	i
CC(C)C[C@H](NC(=O)C1CC(=O)N(c2ccc3c(c2)OCO3)C1)C(=O)NCc1ccco1 (stereo partly drawn)
→ -0.6	i	i
COc1ccc(CCN2C(=O)CC(NCCc3ccc(S(N)(=O)=O)cc3)C2=O)cc1OC (stereo not drawn)
→ -1.9	i	i
O=C(N/N=C/c1cccnc1)c1ccc(CN2c3cccc4cccc(c34)S2(=O)=O)cc1
→ 0.4	i	-5*
O=C1CN(C(=O)c2cccc(S(=O)(=O)N3CCCC3)c2)c2ccccc2N1
→ 3.9	i	i
CSc1ccc(CCNC(=O)C2CCN(c3nnc(-n4cccc4)s3)CC2)cc1
→ ·	i	i
COc1ccc(NC(=O)C2CC2)cc1-n1cnnn1
→ -1.1	i	i

Structural class, the entries above with a furan ring, fused or not.
Values run as follows: STK33 inh	CHT allo act	CHT block
O=C(Cn1c(NCCCO)nc2ccccc21)c1ccco1
→ -2.5	i	i
CC(C)C(C(=O)NCC1CCCO1)N(Cc1ccco1)C(=O)CNS(=O)(=O)c1ccc(F)cc1 (stereo not drawn)
→ 0.6	i	i
O=C1C2C3C=CC(C4CC34)C2C(=O)N1/N=C/c1ccc(-c2ccc(Cl)cc2[N+](=O)[O-])o1 (stereo not drawn)
→ 1.0	i	i
O=C(O)c1ccc(-n2cccc2/C=N\NC(=O)c2cc3cc(Br)ccc3o2)cc1
→ 1.5	i	i
COc1cc2c(cc1NC(=O)CN(C)Cc1cccc(OC)c1OC)oc1ccccc12
→ -0.9	i	i
N=C1/C(=C\c2ccc(SCc3ccccc3)o2)C(=O)N=C2SC=NN12
→ -0.7	i	i
CC(C)C[C@H](NC(=O)C1CC(=O)N(c2ccc3c(c2)OCO3)C1)C(=O)NCc1ccco1 (stereo partly drawn)
→ -0.6	i	i

Further entries.
Values run as follows: STK33 inh	CHT allo act	CHT block
CNC(=O)NC(=O)COC(=O)CCc1nc(=O)c2ccccc2n1C
→ -0.2	i	i
CCNC(=O)COc1ccc(/C=N/NC(=O)c2cccnc2)cc1OC
→ -0.6	i	i
Cc1ccc(NC(=O)C2C3CCC(O3)C2C(=O)O)cc1Cl (stereo not drawn)
→ 1.0	i	i
Cc1n(Cc2ccccc2)c2ccccc2[n+]1Cc1ccccc1
→ -2.3	i	i
C/C(CC(=O)NC1CCCCC1)=N\NC(=O)c1ccc(Br)cc1
→ 1.5	i	i
O=c1c2nnn(-c3ccc(Br)cc3)c2ncn1Cc1ccccn1
→ 1.1	i	i
COc1cc(C#N)ccc1OC(=O)Cc1cc(OC)c(OC)c(OC)c1
→ -1.3	i	i
Cc1ccc(NC(=O)c2ccccc2N2C(=O)C3C4C=CC(C5CC45)C3C2=O)cc1C (stereo not drawn)
→ -1.0	i	i
COc1ccc(NC(=S)NN(C)C(=S)Nc2ccc(OC)cc2)cc1
→ 0.2	i	i
CC1CN(C(=O)Cn2c(=O)oc3ccccc32)CC(C)O1 (stereo not drawn)
→ -1.3	i	i
O=C(NC1CCCC1)C1CCCN1C(=O)Nc1ccccc1 (stereo not drawn)
→ -1.9	i	i
CCC(C(=O)N1CCOCC1)n1c2ccccc2c2nc(=O)cc(C)n21 (stereo not drawn)
→ -1.7	i	i
Cc1cccc(OCC(=O)NCc2cc(C)nc3ccccc23)c1
→ -0.8	i	i
C=CCSC1=N/C(=C\c2ccc3c(c2)OCO3)C(=O)S1
→ 0.2	i	i
O=C(NCc1ccccc1)c1nc2ccccc2s1
→ 0.6	i	i
O=C(c1cc(Cl)nc2ccccc12)N1CCc2ccccc2C1
→ -0.3	i	i
Cc1cc(C)c(NC(=O)c2ccc(S(=O)(=O)N3CCOCC3)cc2)c(C)c1
→ 0.0	i	i
COc1cc(O)c2c(c1)COC2=O
→ -0.8	i	i
Cc1cc(C(C#N)c2cccc(Cl)c2)n2ncnc2n1 (stereo not drawn)
→ -1.3	i	i
CCN1C(=O)CC(N2CCC(C(=O)N3CCCCCC3)CC2)C1=O (stereo not drawn)
→ -0.8	i	i
O=C(O)CSc1nnc(-c2cccc(S(=O)(=O)N3CCCCC3)c2)o1
→ 0.2	i	i
CCOc1ccccc1NC(=O)COC(=O)CC(NC(N)=O)c1ccc(Cl)cc1 (stereo not drawn)
→ -3.2	i	i
O=C(Nc1ccccc1-c1nc2ccccc2[nH]c1=O)c1cccs1
→ 72*	i	i
